pCIP destab: lowers stability of the mouse p/CIP coactivator protein. Q05BA5. F442A p/CIP-EGFP cells, EGFP fluorescence, 16 h. decrease of EGFP signal, % at 10 µM. 0.01% of 290,000 active;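 active = EGFP signal decrease of at least 30% at 10 µM or well 3 SD below plate mean, unless failing retest; inactive = the rest, including hits failing retest or dose response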; also: some compounds called inactive have numbers as strong as hits; many of its hits are not listed in these tables
IDE act: boosts human insulin-degrading enzyme activity in HEK cells; FAbeta-B cleavage, fluorescence polarization; 0% vehicle, 100% cell-free pure enzyme wells; activation, % at 5.96 µM; 0.073% of 340,000 active;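 active = activation above the mean of all tested compounds plus 3 SD, set per screening campaign, cut at about 17% in these data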
Target sequence (P14735 whole entry, looked up): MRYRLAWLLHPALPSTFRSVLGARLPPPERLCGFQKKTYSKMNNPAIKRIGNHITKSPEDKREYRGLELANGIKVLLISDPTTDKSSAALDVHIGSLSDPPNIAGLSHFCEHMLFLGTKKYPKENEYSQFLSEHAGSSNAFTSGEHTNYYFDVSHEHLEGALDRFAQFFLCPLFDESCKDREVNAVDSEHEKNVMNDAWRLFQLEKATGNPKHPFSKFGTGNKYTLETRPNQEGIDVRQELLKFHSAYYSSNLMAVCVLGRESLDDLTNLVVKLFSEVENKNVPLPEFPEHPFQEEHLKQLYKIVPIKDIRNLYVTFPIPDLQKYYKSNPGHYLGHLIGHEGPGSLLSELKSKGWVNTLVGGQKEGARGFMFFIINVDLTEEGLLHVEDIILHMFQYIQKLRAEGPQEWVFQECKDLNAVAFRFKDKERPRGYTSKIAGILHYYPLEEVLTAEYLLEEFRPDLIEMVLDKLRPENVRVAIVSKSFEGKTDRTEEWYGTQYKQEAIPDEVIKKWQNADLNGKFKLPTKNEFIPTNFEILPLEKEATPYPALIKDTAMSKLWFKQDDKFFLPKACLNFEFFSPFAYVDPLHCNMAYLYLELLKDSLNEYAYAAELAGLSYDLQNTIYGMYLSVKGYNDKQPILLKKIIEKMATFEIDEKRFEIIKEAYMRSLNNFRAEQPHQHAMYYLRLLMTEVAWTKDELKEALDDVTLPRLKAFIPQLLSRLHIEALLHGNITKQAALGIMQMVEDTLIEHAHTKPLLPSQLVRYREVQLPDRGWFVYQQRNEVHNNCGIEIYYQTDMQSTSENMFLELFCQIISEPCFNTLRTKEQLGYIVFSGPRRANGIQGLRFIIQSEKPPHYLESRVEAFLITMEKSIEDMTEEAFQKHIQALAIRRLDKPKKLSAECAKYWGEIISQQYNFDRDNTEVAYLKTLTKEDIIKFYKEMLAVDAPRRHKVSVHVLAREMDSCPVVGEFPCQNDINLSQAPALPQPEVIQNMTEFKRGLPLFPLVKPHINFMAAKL
VIM-2 inhibitor: blocks Pseudomonas aeruginosa VIM-2 metallo-beta-lactamase | 0.89% of 290,000 active | AID 1527 | purified VIM-2, nitrocefin hydrolysis, epi-absorbance fluorescence | inhibition, % at 5.6 µM;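 active = inhibition above the mean of all tested compounds plus 3 SD, cutoff set per screening run, cut at about 7.5% in these data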;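 also: red hydrolysis product quenches plate fluorescence so inhibitors raise well fluorescence; 0% = enzyme with DMSO and 100% = DMSO without enzyme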
FID counter: displaces DNA intercalator in HCV helicase counter-screen. AID 1845. 0.17% of 290,000 active. inhibition, % at 7.9 µM. DNA fluorescent intercalator displacement, fluorescence; in the data active = inhibition above about 37%;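 also: 0% = vehicle and 100% = reference compound; higher means more ethidium bromide displaced from hairpin DNA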
HCV NS3 hel inh: blocks Hepatitis C virus NS3 helicase unwinding | NS3 helicase DNA unwinding, Cy5 molecular beacon fluorescence | inhibition, % at 10.9 µM | 0.56% of 290,000 active | AID 1800;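 active = inhibition above the mean of all tested compounds plus 3 SD, set per campaign, cut at about 35% in these data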;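 also: 0% = DMSO wells and 100% = thioflavine S control wells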
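Test system: hepatitis C virus NS3 helicase domain fragment enzyme. Also added: annealed dual-labelled DNA beacon duplex, ATP-started. Timing: 60 min unwinding reaction at 25 °C after ATP addition. Technique: Cy5 fluorescence. Measure: % inhibition of unwinding.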
PHOSPHO1 block: inhibitors of human PHOSPHO1 phosphatase; Q8TCT1; recombinant PHOSPHO1, absorbance phosphatase assay; inhibition, % at 13.3 µM; 1.1% of 290,000 active; in the data active = inhibition above about 60%
MEKK3 PB1 HTS: raises or lowers MEK5 binding to the human MEKK3 PB1 domain | Q99759 | bead-based flow cytometry, Alexa488-MEK5 binding to MEKK3; actives lie on both sides; 0 = blocked by unlabeled MEK5, 100 = vehicle | binding response (% of control), % at 10 µM | 1.4% of 290,000 active | AID 1529;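 active = binding response more than 3 SD above or below the average of its plate-row segment, actives on both sides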;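 also: Alexa488 bead fluorescence after subtracting the streptavidin-only scavenger bead signal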
IMP-1 inhibitor: blocks Pseudomonas aeruginosa IMP-1 metallo-beta-lactamase | purified IMP-1, nitrocefin hydrolysis, epi-absorbance fluorescence | inhibition, % at 5.6 µM | AID 1556 | 0.45% of 290,000 active;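 active = inhibition above the mean plus 3 SD of all compounds in the same screening run, cut at about 4.5% in these data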;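 also: 0% = IMP-1 with DMSO and 100% = DMSO wells lacking enzyme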
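Material – recombinant IMP-1 enzyme, purified · Amount – IMP-1 0.2 nM before substrate addition · Medium – HEPES buffer pH 7.1 with ZnSO4 and Brij 35 · Timing – 25 °C, 15 min preincubation, 25 min reaction · Measured by – plate fluorescence quenching by hydrolysis product, ex 480/em 530 nm · Read-out – percent enzyme inhibition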
UBC9 SUMO inh: SUMOylation inhibition; inhibition, % at 35 µM; HTRF SUMOylation assay, SAE1/SAE2 + UBC9, in vitro; AID 2006; 0.36% of 290,000 active; P63279; in the data active = inhibition above about 50%, passing the limit was not always enough; also: strong numbers were not always called active
* marks the source's active call; other numbers are inactive results; / = not tested or not shown. A portion of the library; rates above refer to the full screens.

SMILES	pCIP destab	IDE act	VIM-2 inhibitor	FID counter	HCV NS3 hel inh	PHOSPHO1 block	MEKK3 PB1 HTS	IMP-1 inhibitor	UBC9 SUMO inh
O=C(COC(=O)CCCNC(=O)c1ccc(Cl)cc1)NC1CC1	7	6	-1.6	-1	-2	25	101	-3.2	-18
Fc1ccc(NC(=S)NC2CC3CCCC(C2)N3Cc2cccs2)cc1 (stereo unspecified)	-7	7	-0.4	16	-26	-6	92	-1.9	-4
CN(CC(=O)NC1CC1)S(=O)(=O)c1cc(Cl)ccc1Cl	11	8	2.1	-1	3	27	97	-1.6	-5
O=C1CC(c2c[nH]c3ccccc23)C(=O)N1c1ccccc1 (stereo unspecified)	6	4	-2.2	-1	8	7	114	-1.7	-21
COCCCNC(=O)c1nc2ccccc2c(=O)n1NC(=O)Nc1c(Cl)cccc1Cl	-7	5	-1.8	-18	4	37	103	-4.0	3
COc1ccccc1C(=O)Nn1cnc2ccccc2c1=O	0	-1	-2.9	1	-5	4	90	-1.3	19
Cc1ccc(N(CC(=O)NC2CCCCC2)C(=O)CNC(=O)c2ccco2)c(C)c1	3	-3	-0.9	-38	0	44	102	-2.9	-4
CCc1nnc(NS(=O)(=O)c2ccc(NC(=O)c3cccc4ccccc34)cc2)s1	16	2	-2.1	-35	17	-2	102	-2.3	-2
c1ccc(-c2ccccc2OCCCCN2CCCCC2)cc1	0	4	-3.1	28	-18	-2	91	-2.8	14
C=CCn1c(SCC(=O)NCc2ccco2)nc2sc(C)c(C)c2c1=O	/	-3	-1.5	-1	3	/	92	-2.1	/
Cc1ccc(N2CCN(/N=C/C3=C(N4CCOCC4)C(=C\c4ccccc4)/CC3)CC2)cc1	-6	/	-1.0	0	-1	0	76	-1.2	-3
CCc1ccc(NC(=S)N2CCCC2)cc1	-4	3	-0.1	-5	-2	32	95	-1.8	-4
O=C(c1ccccc1)N1N=C(c2cccs2)CC1c1ccccc1O (stereo unspecified)	-13	8	-1.0	-17	0	24	108	-2.0	-16
CCCCCCC(=O)Nc1ccc(Br)cn1	-12	3	-3.5	-8	1	28	92	-2.3	3
CCOC(=O)C(=CNc1ccc(S(N)(=O)=O)cc1)C(=O)OCC	-4	5	-3.0	-4	0	4	99	-3.1	8
O=C(CSc1nnc(-c2cccc(S(=O)(=O)N3CCCCC3)c2)o1)NCCC1=CCCCC1	-3	7	-3.0	-13	4	4	104	-3.0	6
c1ccc(CCn2nnnc2CN2CCCc3ccccc32)cc1	-9	4	-2.6	-17	-2	64*	99	-3.4	28
COc1cccc(OC(C)c2ccnc3nc(/N=C/N(C)C)nn23)c1 (stereo unspecified)	-6	1	-4.3	-7	-2	13	99	-2.9	3
CCOc1ccc2[nH]c(=O)c(CN(Cc3nnnn3Cc3ccco3)C3CCCCC3)cc2c1	-17	-3	6.2	-21	65*	-37	85	4.3	26
CCOC(=O)COc1ccc(S(=O)(=O)N2CCN(C(=O)OCC)CC2)cc1	-8	2	-2.3	-26	-4	-3	71	-4.5	28
Cc1ccc2c(c1)N(CC(=O)N1CCN(c3ccccc3)CC1)C(=O)C(C)O2 (stereo unspecified)	-12	0	-5.9	-34	-7	22	104	-2.6	6
CCOc1cc(S(=O)(=O)NCc2cccs2)ccc1Cl	-2	2	-4.6	-12	1	10	102	-2.4	4
CC(C)c1cc(C(=O)N/N=C/c2ccoc2)cs1	-13	2	-1.6	-20	14	47	98	-1.4	12
O=[N+]([O-])c1cccc(-c2nnc(-c3ccccc3F)o2)c1	2	3	-1.1	-4	12	14	102	-3.3	1
O=C(COC(=O)c1ccccn1)Nc1cccc(Cl)c1Cl	-10	6	-1.5	-1	2	-12	/	-2.6	20
SMILES	pCIP destab	IDE act	VIM-2 inhibitor	FID counter	HCV NS3 hel inh	PHOSPHO1 block	MEKK3 PB1 HTS	IMP-1 inhibitor	UBC9 SUMO inh
Cc1ccc(S(=O)(=O)N2CCN(CC(=O)N/N=C\c3ccc(O)c(O)c3)CC2)cc1	-10	4	-0.7	-17	-12	8	125	-5.3	10
CC(=O)c1cccc(NC(=O)c2ccc(C)c(S(=O)(=O)N3CCOCC3)c2)c1	-11	-1	-3.9	-23	7	26	97	-2.1	12
O=[N+]([O-])c1cccc(-c2ccc(/C=N/NC(=S)Nc3ccccc3)o2)c1	-7	-3	-1.6	2	-1	-12	103	-2.9	-22
COc1ccc(/C=N/Nc2nc(C)cc(-c3ccccc3)n2)cc1OC	-2	3	-3.0	-36	4	29	110	-4.7	8
O=C(COC(=O)CCNS(=O)(=O)c1ccc2c(c1)OCCO2)NC1CCCc2ccccc21 (stereo unspecified)	3	2	-5.2	-21	-4	-42	124*	-2.0	3
CC(=O)N1CCSc2ccc(S(=O)(=O)NCCc3cccc(C)c3)cc21	-7	-1	-1.4	-28	-7	6	99	-0.7	13
O=S(=O)(Cc1cc(Cl)nc(-c2cccnc2)n1)c1ccccc1	-12	4	0.8	-10	23	18	97	0.1	4
COc1ccc(-c2nn(C)c(=O)c3ccccc23)cc1NC(=O)Cn1nc(C)c2ccccc2c1=O	0	1	3.2	-26	-11	10	81	-2.1	-13
O=C(CCN1C(=O)/C(=C/c2ccc(F)cc2)SC1=S)NC1C=CS(=O)(=O)C1 (stereo unspecified)	-8	-4	-1.4	-13	-9	36	103	-0.2	/
CC(C)CN(CCOc1cccc(N2C(=O)C3=C(CCCC3)C2=O)c1)CC(C)C	10	4	0.3	3	0	-4	100	-1.2	-7
CCCCC(=O)NC(=S)NNS(=O)(=O)c1ccccc1	5	-8	-4.2	-1	-22	-9	107	-2.9	0
CCOC(=O)c1ccc(Nc2cc(C)nc(N3CCOCC3)n2)cc1	-11	-1	0.5	-4	-3	18	110	-4.1	-18
COc1ccc(/C=N/Nc2nnc(Cc3ccc(OC)c(OC)c3)c(=O)[nH]2)cc1OC	-5	-4	-2.4	-18	7	-42	95	0.8	18
CCCCOC(=O)Oc1ccc2c(=O)c(Oc3cc(C)cc(C)c3)coc2c1	-10	7	0.5	-7	7	-2	91	-3.1	30
COc1cc(C2NC(=O)C(C#N)=C(S)N2c2ccc(C)cc2)ccc1OC(C)C (stereo unspecified)	-27	7	-0.4	-4	0	-33	91	-2.5	19
Cc1ccc(CSCC(=O)NCc2ccc(F)cc2)cc1	8	-1	-0.8	-17	-8	7	104	-1.8	7
Nc1nc(SCC(=O)Nc2c(Br)cc([N+](=O)[O-])cc2Br)n[nH]1	-4	3	-2.3	0	-6	7	95	-1.2	-12
CN(C1CCCCC1)S(=O)(=O)c1ccc(NC(=O)c2ccc(Br)o2)cc1	0	2	-2.3	-12	-2	-3	113	-3.2	-3
NC(=O)Cc1cn(-c2ncc(C(F)(F)F)cc2Cl)c2ccccc12	7	4	-2.7	-16	3	-6	106	-2.1	11
Cc1ccc(NC(=O)Nc2cccs2)nc1	5	1	-1.9	-5	-8	-29	98	-1.9	-12
CCN(CC)CC#CCC(O)(c1ccccc1)c1ccccc1	-5	0	-0.7	5	-7	41	104	-1.4	17
CNC(=O)CSc1nnc(NC(=O)C2CC(=O)N(c3ccccc3OC)C2)s1 (stereo unspecified)	5	0	33*	-15	9	38	101	-2.8	5
CCOC(=O)Nc1ccc2c(c1)N(C(=O)CCN1CCOCC1)c1ccccc1S2=O (stereo unspecified)	2	-3	0.8	-8	-1	-23	98	-0.7	13
Nc1nc(NC(=O)c2ccco2)nn1-c1ccccc1	7	2	-2.2	2	4	-1	95	-0.7	8
C/C(=N\Nc1ccc2nncn2n1)c1ccco1	-2	-4	0.8	-3	-6	41	94	0.7	25
SMILES	pCIP destab	IDE act	VIM-2 inhibitor	FID counter	HCV NS3 hel inh	PHOSPHO1 block	MEKK3 PB1 HTS	IMP-1 inhibitor	UBC9 SUMO inh
COc1cc(Cn2nnc3ccccc32)ccc1O	-14	2	-1.8	-3	-8	/	95	-1.6	2
Cc1ccc(S(=O)(=O)N(C)c2ccc(OCC(=O)Nc3nnc(C4CC4)s3)cc2)cc1	2	-3	-1.0	-23	-4	4	71	-0.8	2
CN(C)CCn1c(SCc2ccccc2C#N)nc2c(sc3ccccc32)c1=O	-3	-2	10*	-1	-49	38	107	2.5	16
O=C(CSc1nccn1-c1ccc(Cl)cc1)N1CCCc2ccccc21	-14	1	-3.0	-33	3	-21	101	-2.0	-19
Cc1cc(Cl)ccc1OCC(=O)N(Cc1cccs1)C1CCS(=O)(=O)C1 (stereo unspecified)	-10	2	-2.1	-36	-12	31	102	-6.6	-9
CC(C)OC(=O)c1ccc(NC(=O)c2cncc(Br)c2)cc1	-9	-5	-1.4	-11	-3	23	97	0.8	4
O=C(NCCc1ccccn1)c1cc(-c2ccc(Cl)c(Cl)c2Cl)nc2ccccc12	7	1	0.7	-25	-14	-9	105	-3.0	-20
COCCN=c1scc(-c2cccs2)n1/N=C(\C)c1ccco1	1	2	-0.9	-17	4	-4	109	-3.1	0
CCCCCOC(=O)CSc1nnc(-c2ccccc2)c(=O)[nH]1	-1	5	-3.9	1	-19	38	95	-2.6	8
N#Cc1c(N)nc(Sc2ccc(Cl)cc2)c(C#N)c1-c1ccccc1Cl	-16	-1	-0.4	-2	-10	15	88	-1.9	9
CCn1c(C)nnc1SCC(=O)NC1CCCCCC1	10	5	2.9	-3	2	-1	104	-0.8	13
S=C(NCc1ccc(Cl)cc1)Nc1ccncc1	-38	7	-2.8	8	-11	23	111	-2.6	21
CCN(CC(=O)c1c(N)n(C)c(=O)n(C)c1=O)c1cccc2ccccc12	-10	7	-3.1	-6	-10	-4	99	-2.6	66
O=C1CCC(/C=C/c2ccccc2)=NN1	0	-1	2.7	-3	11	-8	91	-0.9	8
O=C(N/N=C/c1ccccn1)c1ccc([N+](=O)[O-])cc1Cl	1	4	-1.1	0	1	8	106	-1.7	2
COc1ccc(C2Nc3ccccc3C(=O)N2C2CCCCC2)cc1 (stereo unspecified)	-2	5	-3.5	-3	-8	6	97	-1.3	12
Cc1cc(C)n2nc(CC(=O)NNC(=O)COc3cccc(C)c3C)nc2n1	-1	0	-4.8	-9	9	18	92	-2.1	/
Cc1ccc2[nH]c(=O)c(CN(CC3COCCO3)C(=O)Nc3ccccc3F)cc2c1 (stereo unspecified)	-2	6	-1.8	2	16	1	91	-2.9	5
O=C(CN1C(=O)COc2ccccc21)N1CCCc2ccccc21	-2	-1	-2.5	-10	1	15	107	-1.1	2
Cc1ccc(S(C)(=O)=O)cc1S(=O)(=O)Nc1cccc(Cl)c1	6	4	-4.0	-2	1	9	101	-3.0	-17
